MBD2 inh: blocks human MBD2 binding to methylated DNA; TR-FRET, MBD2 binding to methylated oligonucleotide; inhibition, % at 4.4 µM; 0.31% of 370,000 active; in the data active = inhibition above about 13%
SIAE inh: human SIAE inhibition, primary screen. SIAE FP-Rh probe binding, fluorescence polarization. inhibition, % at 9.66 µM. Q9HAT2. 0.69% of 370,000 active. AID 1053197;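 active = inhibition above a cutoff: mean of compounds within the control limits plus 3 SD of those, cut at about 17% in these data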;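 also: 0% = plate median of compound wells and 100% = probe without SIAE protein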
UHRF1 binding: UHRF1 methyl-DNA binding inhibition | inhibition, % at 4.4 µM | 0.75% of 370,000 active | UHRF1 binding to methylated oligo, TR-FRET | AID 687016; in the data active = inhibition above about 21%;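 also: UHRF1 SRA domain binding a hemimethylated CpG hairpin DNA probe; 0% = median of test compound wells and 100% = reference inhibitor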
NPR1 activator: GC-A (human) enzyme activation; P16066; HEK293 GC-A cells, cGMP TR-FRET, EC30 ANP; 0% at EC30 ANP, 100% saturating ANP; activation, % at 10 µM; 0.14% of 370,000 active; AID 1671463; in the data active = activation above about 40%
mABHD4 FP: inhibits mouse alpha/beta hydrolase domain 4. AID 720543. 0.54% of 370,000 active. inhibition, % at 8.92 µM. purified mABHD4, FP-Rh probe fluorescence polarization. Q8VD66;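 active = inhibition exceeding the mean over every tested compound plus 3 SD, cut at about 30% in these data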;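 also: 0% = plate median of compound wells and 100% = S159A mutant with DMSO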
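assay system = mABHD4 protein | compound dosing = single nominal dose of 8.92 µM, 0.89% DMSO final | read-out basis = percent inhibition of probe binding, normalized to plate controls | schedule = Enzyme–compound pre-incubation 45 min, then probe 60 min, both 25 °C | detection = fluorescence polarization, excitation 525 nm, emission 598 nm, BODIPY TMR filters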
GC-B act: GC-B (human) receptor activation; P20594; HEK293-GC-B cells, CNP EC30, cGMP TR-FRET; 0% at EC30 CNP, 100% saturating CNP; activation, % at 10 µM; 0.11% of 370,000 active; AID 1920062;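 active = activation at 10 µM reaching about 35% in either raw or pattern-adjusted values, limit read from the data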
Target sequence (P20594 whole entry, looked up): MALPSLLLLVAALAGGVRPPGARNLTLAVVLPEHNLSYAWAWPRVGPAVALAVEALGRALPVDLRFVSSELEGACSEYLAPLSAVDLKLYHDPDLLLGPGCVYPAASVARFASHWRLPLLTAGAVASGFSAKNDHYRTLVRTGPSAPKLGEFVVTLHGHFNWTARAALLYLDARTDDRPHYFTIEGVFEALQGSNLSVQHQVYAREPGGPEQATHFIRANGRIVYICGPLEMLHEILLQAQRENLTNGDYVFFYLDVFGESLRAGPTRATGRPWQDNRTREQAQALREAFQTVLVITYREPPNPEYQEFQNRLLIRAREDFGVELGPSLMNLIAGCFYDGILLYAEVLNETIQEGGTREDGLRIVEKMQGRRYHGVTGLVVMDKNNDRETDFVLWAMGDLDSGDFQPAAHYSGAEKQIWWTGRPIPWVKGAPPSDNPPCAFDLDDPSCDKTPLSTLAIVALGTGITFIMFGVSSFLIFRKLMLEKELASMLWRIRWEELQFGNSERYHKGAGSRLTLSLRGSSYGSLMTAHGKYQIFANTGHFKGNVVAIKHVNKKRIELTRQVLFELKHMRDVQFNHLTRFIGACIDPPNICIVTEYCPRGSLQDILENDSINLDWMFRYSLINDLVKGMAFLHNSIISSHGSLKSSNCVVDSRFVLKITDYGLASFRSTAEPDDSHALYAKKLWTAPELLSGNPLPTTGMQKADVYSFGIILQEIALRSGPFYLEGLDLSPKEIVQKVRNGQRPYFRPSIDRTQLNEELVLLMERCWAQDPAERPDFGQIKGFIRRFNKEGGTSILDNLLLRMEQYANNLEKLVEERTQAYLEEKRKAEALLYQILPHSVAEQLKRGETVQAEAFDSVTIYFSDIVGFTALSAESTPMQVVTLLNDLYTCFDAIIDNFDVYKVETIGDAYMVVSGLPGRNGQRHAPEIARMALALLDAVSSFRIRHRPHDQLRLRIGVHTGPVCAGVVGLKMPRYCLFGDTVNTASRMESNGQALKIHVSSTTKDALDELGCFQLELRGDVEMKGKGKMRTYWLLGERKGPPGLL
HTRA1 inh: inhibitors of human serine peptidase HTRA1 | 0.5% of 340,000 active | inhibition, % at 5.96 µM | recombinant HTRA1, FP-rhodamine activity-based probe, fluorescence polarization; in the data active = inhibition above about 36%;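 also: 0% = enzyme with DMSO and 100% = wells lacking enzyme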
TCR-CD3 inh: human TCR-CD3 binding inhibition; inhibition, % at 9.4 µM; 0.37% of 360,000 active; TAMRA-labeled TCR probe fluorescence, biochemical; AID 651800; in the data active = inhibition above about 19%;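 also: recombinant mutant TCR 2C K166C tagged with TAMRA read by polarization; 0% = receptor in buffer alone and 100% = receptor with positive control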
PRMT1 FP inh: blocks human protein arginine methyltransferase 1; recombinant PRMT1, activity-based probe fluorescence polarization; inhibition, % at 2.79 µM; 1.3% of 370,000 active; AID 652257;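 active = inhibition above about 21% made by adding two undisclosed values, limit read from the data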
rCAG RNA binder: r(CAG) repeat RNA binding; inhibition, % at 3 µM; 1.3% of 370,000 active; TO-PRO-1 dye displacement fluorescence;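 active = inhibition above the plate cutoff, the mean of all test compounds on that plate plus 3 SD, cut at about 35% in these data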;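 also: 0% = DMSO alone and 100% = 100 µM mitoxantrone as full dye displacement; higher means more dye released from RNA so lower well fluorescence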
The depositor's hits bear a star; . = no result given. Not all compounds are listed; the hit share may differ from the screen's.

SMILES	MBD2 inh	SIAE inh	UHRF1 binding	NPR1 activator	mABHD4 FP	GC-B act	HTRA1 inh	TCR-CD3 inh	PRMT1 FP inh	rCAG RNA binder
O=C(Nc1ccc(Cl)cc1)c1ccc2sc([C@@H]3O[C@H](CO)[C@@H](O)[C@H]3O)nc2c1	-5	-2	-2	3	-6	-2	.	6	1	5
CC(C(=O)O)n1nnc2ccccc21 (stereo not given)	-6	-1	-1	4	7	-2	-4	-1	1	2
Cc1ccccc1CNc1ccc(C(CC(N)=O)NC(=O)c2ccc(Br)cc2)cc1[N+](=O)[O-] (stereo not given)	4	-8	1	-1	-1	2	-2	3	3	9
O=C(Nc1ccc(N2CCCC2)c(Cl)c1)c1ccco1	-5	7	-7	-7	-2	-3	-2	7	4	8
COc1cc(OC)c2c(C)cc(=O)oc2c1C(CCN1CCOCC1)c1ccc2c(c1)OCO2 (stereo not given)	-1	-4	-2	-6	2	-8	0	2	-1	4
Cc1ccc(NC(=O)c2ccc(S(=O)(=O)N3CCCC3)cc2)nc1	1	7	1	0	6	2	-2	6	-2	-4
CC(=O)c1ccc(N(C(=O)c2csnn2)C(C(=O)NC2CCCC2)c2ccccc2)cc1 (stereo not given)	3	3	5	-7	-4	-7	2	0	0	2
Cc1nnc(N(C(=O)c2cnccn2)c2ccccc2)s1	7	2	5	4	-4	3	9	-9	1	0
O=C(Cc1ccccc1)NCCc1cnc[nH]1	1	-3	-1	10	-3	-3	6	3	3	0
CCOc1cc(C(C#N)N2CCCCC2)ccc1OC (stereo not given)	1	1	-2	3	-3	3	-7	1	-1	1
Cc1onc(-c2ccccc2)c1C(=O)OCC(=O)Nc1ccccc1	-1	-2	0	-4	0	-3	-11	4	7	-1
COc1ccc(-c2[nH]ncc2CN(C)Cc2c(C)n[nH]c2C)c(OC)c1	6	12	3	4	2	4	4	-5	4	-3
Cc1cc(C(F)F)nn1CC(=O)Nc1cc([N+](=O)[O-])ccc1F	4	-8	7	-1	-3	6	7	8	-1	6
COc1ccccc1N1CCCSC1=Nc1ccccc1	-1	0	1	-2	-2	0	4	-2	3	0
COc1cc(OC)cc(C(=O)N2CCN(Cc3ccccc3C(F)(F)F)CC2)c1	0	-2	1	0	11	5	-11	-10	3	-6
CCC(NC(=S)NCc1ccccc1)C(=O)O (stereo not given)	3	-1	-2	.	-4	.	0	1	-4	-3
CSc1ccc(S(=O)(=O)NCC(=O)OC(C)C(=O)NCc2ccccc2)cc1[N+](=O)[O-] (stereo not given)	2	-6	27*	0	3	8	-5	4	0	3
CCCCn1c(N)c(N(CC(C)C)C(=O)Cn2c(=O)cnc3ccccc32)c(=O)[nH]c1=O	3	1	-1	-1	2	-4	2	2	-1	-2
O=C(NN1CCOCC1)c1ccc(Cl)s1	0	-1	1	-1	2	5	1	-5	-1	7
COC(=O)C1=C(C)N(c2cc(Cl)cc(Cl)c2)C(=O)C1	2	-9	5	-2	-8	-4	-47	0	-2	6
CC(Nc1nc(C(F)(F)F)nc2ccccc12)c1cccs1 (stereo not given)	-1	-1	1	-1	-23	7	-54	0	-5	2
O=C(NCc1ccccc1)c1ccc(NC(=O)C2CCC2)cc1	-5	-3	3	0	2	3	-4	9	1	3
Cc1nc(N2CCN(C(=O)CCC(=O)O)CC2)c2c(C)c(C)sc2n1	4	2	-1	0	4	1	4	-7	-2	-1
O=C(CSc1nc2ccccc2s1)Nc1nccs1	3	-3	-2	-2	-5	0	-6	8	0	8
Cc1ccc(O)c(C(=O)c2coc(=N)c(C(=O)NC(C)C)c2)c1	-7	3	0	1	-3	1	-10	2	-3	6

2 entries from above, field by field.
> CC(C(=O)O)n1nnc2ccccc21 (stereo not given)
  MBD2 inh: -6
  SIAE inh: -1
  UHRF1 binding: -1
  NPR1 activator: 4
  mABHD4 FP: 7
  GC-B act: -2
  HTRA1 inh: -4
  TCR-CD3 inh: -1
  PRMT1 FP inh: 1
  rCAG RNA binder: 2
> Cc1ccccc1CNc1ccc(C(CC(N)=O)NC(=O)c2ccc(Br)cc2)cc1[N+](=O)[O-] (stereo not given)
  MBD2 inh: 4
  SIAE inh: -8
  UHRF1 binding: 1
  NPR1 activator: -1
  mABHD4 FP: -1
  GC-B act: 2
  HTRA1 inh: -2
  TCR-CD3 inh: 3
  PRMT1 FP inh: 3
  rCAG RNA binder: 9

Ordered by the number under SIAE inh (descending): 3 from the list above.
Structure	SIAE inh
COc1ccccc1N1CCCSC1=Nc1ccccc1	0
O=C(CSc1nc2ccccc2s1)Nc1nccs1	-3
Cc1cc(C(F)F)nn1CC(=O)Nc1cc([N+](=O)[O-])ccc1F	-8

Additional compounds
SMILES	MBD2 inh	SIAE inh	UHRF1 binding	NPR1 activator	mABHD4 FP	GC-B act	HTRA1 inh	TCR-CD3 inh	PRMT1 FP inh	rCAG RNA binder
CC1=C(SCc2ccccc2)C(=O)c2ccccc2C1=O	-17	14	3	2	70*	2	42*	8	66*	27
COCCN1CCN(Cc2nc(Cc3ccc(OC)c(OC)c3)no2)CC1	6	-8	4	2	-9	0	-8	-2	6	-3
CCCn1c(SCC(=O)N2CCc3ccccc32)nnc1-c1ccncc1	-2	-7	-1	0	-8	-2	.	6	-1	-1
O=C(NCc1cccnc1)C(=O)N/N=C/c1ccccc1[N+](=O)[O-]	5	-2	-2	3	2	-4	2	2	-8	-4
CC(NC(=O)C(=O)NCC1CCCO1)c1ccccc1 (stereo not given)	3	1	2	4	5	-1	0	-2	1	0
O=c1cc(-c2ccccc2)oc2cc(O)c(O)c(O)c12	8	17	12	-2	52*	-7	80*	38*	20	38*
Cc1ccccc1C(=O)NC=C1C(=O)OC(C)(C)OC1=O	0	8	-4	3	7	-1	1	5	-3	-2
COc1ccccc1N(CC(=O)NC1CCCCC1)C(=O)CNC(=O)c1cccs1	2	-9	1	-4	4	7	5	2	4	-1
O=C(NCCc1c[nH]c2ccccc12)OCc1cn(Cc2cc(F)cc(F)c2)nn1	-3	6	0	-3	-8	4	.	.	1	0
CC(=O)Nc1cccc(/C(C)=N/Nc2ccc(S(=O)(=O)Nc3ccccc3C(=O)O)cc2[N+](=O)[O-])c1	-1	7	-3	4	42*	0	7	5	1	85*
Cc1noc(C)c1C(=O)N1CCC1(C)C(=O)NS(=O)(=O)c1ccccc1C(F)(F)F (stereo not given)	9	-9	11	1	-15	6	.	4	5	2
COc1cccc(-c2nc(CS(=O)CC(=O)NCc3ccccc3Cl)c(C)o2)c1 (stereo not given)	7	5	1	2	0	2	-6	-8	11	2
Cc1ccc(C)c(NC(=S)NCc2ccccc2)c1	3	3	0	4	3	-2	-7	-10	1	-5
CNC(=O)C(Sc1nc(C)nc2c1oc1ccccc12)C(C)=O (stereo not given)	-1	6	1	1	4	-1	-2	-5	8	-2
CCNC(=O)COC(=O)c1cc(C)n(-c2ccccc2)c1C	2	-1	0	3	0	0	-1	-4	0	1
CCC(C(=O)Nc1ccccc1N1CCCC1)c1ccccc1F (stereo not given)	-4	11	0	-11	1	-6	.	.	0	-2
COc1ccc(N(CC(=O)NCCc2ccc(OC)c(OC)c2)S(=O)(=O)c2ccc(OC)c(OC)c2)cc1	11	7	16	-8	2	-8	3	0	4	-2
Cc1cc(=O)oc2c3c(cc(OCC(=O)NCCC(=O)N[C@@H](C)C(=O)O)c12)OC(C)(C)CC3	1	11	0	5	-1	4	8	4	-2	10
CC(=O)N(CCc1ccccc1C)Cc1cc2ccc(C)cc2[nH]c1=O	0	-6	3	-6	-2	1	-5	1	-4	0
Cc1[nH]c(=O)[nH]c1C(=O)CCCCC(=O)O	2	0	2	0	3	1	5	-9	1	-2
COc1ccc(CC(=O)N(c2ccccc2)c2nc(C)cs2)cc1	-11	7	-3	3	-1	-3	-3	4	-3	3
COc1cc2c(cc1OC)CN(C(=O)c1ccccc1C(=O)O)CC2	5	-3	2	-2	-2	6	-2	5	-3	1
CSc1cccc(NC(=O)c2ccc(Cl)nc2)c1	-5	-3	-1	0	-2	-3	-13	0	-2	2
CN(CC(=O)NCc1cccs1)CC(=O)Nc1ccc(F)c(F)c1F	-5	0	-1	3	-1	0	5	10	1	-4
COc1cc(Cl)ccc1OC1(C)CCN(Cc2ccc3ccccc3c2)C1 (stereo not given)	-1	6	6	-2	9	1	.	0	6	1

Taken from above:
mABHD4 FP result of CCCn1c(SCC(=O)N2CCc3ccccc32)nnc1-c1ccncc1 stands at -8
mABHD4 FP result of COc1cc(Cl)ccc1OC1(C)CCN(Cc2ccc3ccccc3c2)C1 (stereo not given) stands at 9
PRMT1 FP inh result of O=C(NCc1ccccc1)c1ccc(NC(=O)C2CCC2)cc1 stands at 1
mABHD4 FP result of Cc1cc(C(F)F)nn1CC(=O)Nc1cc([N+](=O)[O-])ccc1F stands at -3

The results go on:
SMILES	MBD2 inh	SIAE inh	UHRF1 binding	NPR1 activator	mABHD4 FP	GC-B act	HTRA1 inh	TCR-CD3 inh	PRMT1 FP inh	rCAG RNA binder
CSCCC(NC(=O)c1ccc(Cl)cc1Cl)C(=O)N1CCCCCCC1 (stereo not given)	0	-5	0	-6	14	-6	-2	5	0	-8
CCCCn1nnnc1C(c1ccccc1)N1CCN(c2ccccn2)CC1 (stereo not given)	2	8	-1	-4	3	-7	.	0	0	0
CCCCn1c(N)c(N(C(=O)CSc2nnnn2-c2ccc(C)cc2)C2CCCC2)c(=O)[nH]c1=O	-1	3	0	-1	0	-5	-2	-1	0	4
CC(NS(=O)(=O)c1ccccc1)C(c1cccs1)N1CCN(C)CC1 (stereo not given)	-2	-3	-3	-3	8	2	10	4	-3	-3
COc1ccccc1OCc1ccc(C(=O)NC2CCCCC2)o1	-1	4	2	-1	-2	3	4	0	1	-5
CN1CCN(C(=O)C2CC(=O)N(c3ccc(F)c(Cl)c3)C2)CC1 (stereo not given)	2	8	-1	-4	3	1	2	5	-7	1

Reformatted: entries from further up.
CC(Nc1nc(C(F)(F)F)nc2ccccc12)c1cccs1 (stereo not given)
  MBD2 inh: -1
  SIAE inh: -1
  UHRF1 binding: 1
  NPR1 activator: -1
  mABHD4 FP: -23
  GC-B act: 7
  HTRA1 inh: -54
  TCR-CD3 inh: 0
  PRMT1 FP inh: -5
  rCAG RNA binder: 2
O=C(NCc1ccccc1)c1ccc(NC(=O)C2CCC2)cc1
  MBD2 inh: -5
  SIAE inh: -3
  UHRF1 binding: 3
  NPR1 activator: 0
  mABHD4 FP: 2
  GC-B act: 3
  HTRA1 inh: -4
  TCR-CD3 inh: 9
  PRMT1 FP inh: 1
  rCAG RNA binder: 3
